Source: PubChem BioAssay (National Center for Advancing Translational Sciences (NCATS))
PLK1 PBD inh: PLK1 (human) polo-box domain binding inhibition; Potency, µM, inactives show max response, negative = inhibition, actives largely listed as inhibitors; 360,000 tested, 2.8% active; Plk1 PBD binding of FITC phosphopeptide, fluorescence polarization; P53350; also: potency is read from the fitted curve at half-maximal effect; series mostly up to about 57 µM; % is scaled to controls: 0 for no effect and ±100 for the full control effect; nearly all actives have a fitted effect of over 65% in size
EPAC2 agonist: EPAC2 (human) agonism; Q8WZA2; EPAC2 activation, biochemical qHTS; response scale: 100% = 6.5 mM cAMP response; Potency, µM (doses to about 154 µM), inactives show top-dose activation, actives largely listed as activators; 360,000 tested, 0.079% active; AID 720711; also: potency is read from the fitted curve at half-maximal effect; nearly all actives have a fitted effect of over 50% in size
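Fluorescence exchange assay: 100 nM EPAC2 with 250 nM RAP1B-BODIPY-GDP and 50 uM GDP; compounds tested as a concentration-titration series (qHTS). Loss of Rap1-bound BODIPY-GDP fluorescence read at 480/540 nm; data normalized to 6.5 mM cAMP.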
PI5P4Ka inh: blocks human PI5P4K alpha kinase activity; P48426; PI5P4Kalpha enzyme, ADP-Glo luminescence, 60 min; stronger effect = lower value; max response, %; 330,000 tested, 1.2% active; AID 652105; active = max response of -50% or lower; inconclusive = between -30% and -50%; inactive = -30% or higher; also: value at the top dose of about 77 µM; % is scaled to controls: 0 for no effect and ±100 for the full control effect
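Luminescence from ADP-Glo served as readout of PI5P4Kalpha activity in a qHTS format. Reaction: enzyme, substrate, compound, ATP at 5 microM final, 60 min at RT.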
EPAC1 antag: blocks human EPAC1 exchange factor; 360,000 tested, 0.14% active; Potency, µM (top dose mostly 115 µM), for the others: at the highest dose activity change, negative = inhibition, most hits filed as inhibitors; EPAC1 GEF assay, Rap1b-BODIPY-GDP exchange fluorescence;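 also: potency is read from the fitted curve at half-maximal effect; plate controls were vehicle for no effect and positive control for full effect; nearly all actives have a fitted effect of over 50% in size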
Target sequence (O95398 whole entry, looked up): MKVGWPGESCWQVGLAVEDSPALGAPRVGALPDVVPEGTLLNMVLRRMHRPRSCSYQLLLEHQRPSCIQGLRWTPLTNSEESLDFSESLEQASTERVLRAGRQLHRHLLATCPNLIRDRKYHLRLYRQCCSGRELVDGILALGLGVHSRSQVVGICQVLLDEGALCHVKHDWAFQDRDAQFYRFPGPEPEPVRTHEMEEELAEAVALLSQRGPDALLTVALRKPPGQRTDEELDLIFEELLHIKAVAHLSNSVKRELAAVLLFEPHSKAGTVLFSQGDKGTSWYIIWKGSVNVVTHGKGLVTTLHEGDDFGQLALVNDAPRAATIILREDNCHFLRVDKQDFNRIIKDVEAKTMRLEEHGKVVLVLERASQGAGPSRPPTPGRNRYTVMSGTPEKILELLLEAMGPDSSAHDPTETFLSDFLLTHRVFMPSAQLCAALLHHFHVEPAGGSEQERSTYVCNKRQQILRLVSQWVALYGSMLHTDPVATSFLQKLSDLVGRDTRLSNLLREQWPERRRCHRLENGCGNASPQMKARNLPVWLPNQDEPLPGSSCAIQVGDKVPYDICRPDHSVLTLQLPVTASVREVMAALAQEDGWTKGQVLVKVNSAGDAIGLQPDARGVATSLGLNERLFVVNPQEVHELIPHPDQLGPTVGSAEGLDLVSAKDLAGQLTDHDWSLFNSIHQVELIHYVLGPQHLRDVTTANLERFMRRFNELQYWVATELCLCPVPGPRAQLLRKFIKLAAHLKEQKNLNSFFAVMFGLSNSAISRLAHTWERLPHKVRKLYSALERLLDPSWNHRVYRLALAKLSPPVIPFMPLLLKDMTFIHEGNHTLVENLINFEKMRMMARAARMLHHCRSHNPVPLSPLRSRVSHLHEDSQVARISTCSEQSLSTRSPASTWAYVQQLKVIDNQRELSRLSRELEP
CCT modulator: modulators of cytosolic chaperonin (CCT/TRiC) activity. purified chaperonin ATPase assay, HTRF ADP detection, 30 min. activity change, % (test concentration not listed), hits read low. 360,000 tested, 0.3% active. AID 651819; in the data active = activity change below about -30%; also: % is scaled to controls: 0 for no effect and ±100 for the full control effect
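We incubate TRiC, 40 or 20 nM final, with library compounds at 76 uM and 10 uM ATP for 30 min at 37 °C. ADP formed is detected with Transcreener HTRF reagents after 30 min at room temperature.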
IL-2 act: IL-2 activation. AID 652025. activation, % (series mostly up to about 46 µM). IL-2 activation reporter assay, cell-based qHTS; stimulated with anti-CD3/CD4/CD28 beads; in transgenic mouse T cells. 360,000 tested, 0.065% active; in the data active = activation above about 50%; inconclusive = mostly about 30% to 49%; also: 0% is about no effect
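Screening format: compound pinned onto unstimulated transgenic mouse T cells, 60 min incubation, then anti-CD3/anti-CD4/anti-CD28 bead stimulation for 18 hours at 37 degrees C, followed by EGFP and DsRed detection.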
WRN helicase inh: blocks human WRN helicase; Q14191; WRN helicase unwinding, fluorescent forked duplex, kinetic; Potency, µM (titrated, usually from 114 µM), for the others: top-dose activity change, negative = inhibition, most hits filed as inhibitors; 360,000 tested, 0.46% active; AID 651768; also: potency is read from the fitted curve at half-maximal effect; % is scaled to controls: 0 for no effect and ±100 for the full control effect; nearly all actives have a fitted effect of over 55% in size
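Kinetic fluorescence helicase assay: unwinding of a quenched forked DNA duplex (100 nM final) with 2 mM ATP final raises red fluorescence (525/598 nm). Compounds sat 15 min at room temperature with 20 nM WRN beforehand.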
EPAC1 ag: EPAC1 (human) agonism; Potency, µM (series often up to 154 µM), without a hit: at the top dose activation, usual class: activators; EPAC1 agonist qHTS, biochemical assay; response scale: 100% = response to 6.5 mM cAMP; AID 720707; 360,000 tested, 0.073% active; also: potency is read from the fitted curve at half-maximal effect; nearly all actives have a fitted effect of over 60% in size
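Nucleotide exchange assay: 100 nM EPAC1 with 250 nM Rap1B loaded with BODIPY-GDP and 50 uM GDP, room temperature. Fluorescence (480/540 nm) read every 5 min for 30 min; signal change normalized to 6.5 mM cAMP as full agonist.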
* hit, by the source's call; u = inconclusive; x = no result given; & = joins results of further samples; [ ] = remark or other dose. Unless noted, calls follow the shape of the dose curve; as a rule, active = well fitted curve in the direction sought with a large enough effect; inconclusive = small, poorly fitted or top-dose-only effect, or another doubt; inactive = no such curve, though single readings can be large; an effect the other way counts as inactive or inconclusive. Not all compounds are listed; the hit share may differ from the screen's.

SMILES	PLK1 PBD inh	EPAC2 agonist	PI5P4Ka inh	EPAC1 antag	CCT modulator	IL-2 act	WRN helicase inh	EPAC1 ag
Cc1c(N2C(=O)CS/C2=N\N=C\c2ccc(Br)cc2)c(=O)n(-c2ccccc2)n1C	-3%	5%	-2	0%	-2.5	-0.3	1%	12%
CC(C)C(=O)N[C@@H]1c2ccccc2CC[C@H]1OCc1ccccc1	-7%	6%	-8	5%	0.3	-0.8	-4%	-15%
N#Cc1cnn(Cc2ccccc2)c1/N=C/N1CCOCC1	-7%	-5%	2	-4%	-1.3	-0.6	2%	-7%
O=C(NCc1ccc(F)cc1)C(c1cccs1)N(C(=O)c1csnn1)C1CC1 (stereo not drawn)	1%	2%	x	8%	-1.3	-1.2	4%	-4%
C=CCn1c(SCC(=O)N2CC(=O)Nc3ccccc32)nc2scc(-c3ccccc3)c2c1=O	12µM*	2%	-12	12%	0.2	-0.2	4%	1%
COc1ccc(OC)c(NC(=O)CCN2CCN(c3ccccc3OC)CC2)c1	-14%	3%	-5	-21%	-2.8	-0.5	9%	10%
O=C(c1cncc(Br)c1)N1CCN(S(=O)(=O)c2ccc(Cl)cc2)CC1	2%	5%	5	12%	-2.0	-0.5	3%	6%
COC(=O)c1ccc(CSc2nccn2C)cc1	-5%	2%	-3	0%	-0.1	-0.2	4%	0%
C/C(N)=C(/C#N)C(=O)CSc1nnc(Nc2cccc(C)c2C)s1	-24%&-6%	12%&17%	-24	-10%&-5%	-2.9&-1.9	-1.0&0.4	-5%[11.6 µM]	-4%&10%
C/C(=N\NC(=O)c1cccc(S(=O)(=O)Nc2ccccc2Cl)c1)c1ccc(-n2ccnc2)cc1	-13%	11%	-30	u	-0.5	-2.1	u	3%
O=C(NCCO)c1ccc2c3n(nc2c1)-c1ccc(Cl)cc1CO3	-2%	2%	5	-23%	1.2	-0.1	-4%	2%
Cc1ccc(C(=O)NCC(=O)NCC(=O)OCC(=O)c2ccc(Br)cc2)cc1	-15%	15%	3	1%	-2.2	-0.3	-2%	0%
Cc1ccc(NS(=O)(=O)c2ccc3c(c2)CCN3C(=O)CCC(=O)O)cc1Cl	-12%	11%	-8	-22%	-1.1	-1.3	-10%	5%
CCC(C)NC(=O)c1cn(-c2cccc(OC)c2)c(=O)c2ccccc12 (stereo not drawn)	0%	13%	5	4%	-0.1	-1.5	5%	2%
CCc1nc(N=Nc2c(O)[nH]c3ccccc23)c2c3c(sc2n1)CCC3	3%	-10%	-2	-8%	-1.2	16	-2%	0%
CCOc1cc(C(=O)N2CCN(c3ccccn3)CC2)cc(OCC)c1OCC	-14%	11%	-3	-18%	-2.1	1.0	5%	0%
Cc1cc(NC(=O)CSc2nc3c(C)ccc(C)c3cc2C#N)no1	1%	-8%	-2	-18%	2.4	-3.6	1%	-12%
O=C(NCc1ccccc1)C1CCCN1S(=O)(=O)c1ccc(Cl)cc1 (stereo not drawn)	4%	-2%	-5	11%	0.2	0.4	2%	-2%
COc1ccc(C(CC(=O)O)NC(=O)Cc2ccccc2)cc1 (stereo not drawn)	-2%	-1%	9	-11%	-1.0	4.1	3%	9%
O=C(O)Cc1c(-c2ccccc2Cl)c2cc(Br)ccc2[nH]c1=O	-5%	4%	-10	-12%	0.0	0.4	-5%	-16%
O=C(NC(Cc1ccccc1)C(=O)O)/C(=C\c1ccc([N+](=O)[O-])cc1)NC(=O)c1ccco1 (stereo not drawn)	-16%	9%	-3	-13%	-3.3	-0.1	u	-1%
CC(C)NC(=O)c1onc(CSc2ccc(C(C)C)cc2)c1C(=O)O	-11%	2%	-11	-16%	-1.5	1.7	1%	-2%
COC(=O)c1c(NC(=O)c2c(Cl)cnn2C)sc(C)c1C	-13%	0%	1	-14%	1.6	-0.3	11%	-8%
CN1CCN(S(=O)(=O)c2cccc(C(=O)Nc3ccccc3N3CCOCC3)c2)CC1	-2%	1%	2	-24%	-1.9	-0.1	1%	6%
CC(C)OCCCNC(=O)C1CCC(CNS(=O)(=O)c2ccccc2)CC1 (stereo not drawn)	6%	-1%	-5	16%	-0.2	0.7	-28%[57.1 µM]	5%

Some of these compounds in order of their number in IL-2 act, descending.
Structure	PLK1 PBD inh	PI5P4Ka inh	EPAC1 antag	CCT modulator	IL-2 act	WRN helicase inh
CCc1nc(N=Nc2c(O)[nH]c3ccccc23)c2c3c(sc2n1)CCC3	3%	-2	-8%	-1.2	16	-2%
CCOc1cc(C(=O)N2CCN(c3ccccn3)CC2)cc(OCC)c1OCC	-14%	-3	-18%	-2.1	1.0	5%
CC(C)OCCCNC(=O)C1CCC(CNS(=O)(=O)c2ccccc2)CC1 (stereo not drawn)	6%	-5	16%	-0.2	0.7	-28%[57.1 µM]
N#Cc1cnn(Cc2ccccc2)c1/N=C/N1CCOCC1	-7%	2	-4%	-1.3	-0.6	2%
Cc1cc(NC(=O)CSc2nc3c(C)ccc(C)c3cc2C#N)no1	1%	-2	-18%	2.4	-3.6	1%

Part of the list above, reduced to CCT modulator and PLK1 PBD inh.
| SMILES | CCT modulator | PLK1 PBD inh |
| --- | --- | --- |
| O=C(NC(Cc1ccccc1)C(=O)O)/C(=C\c1ccc([N+](=O)[O-])cc1)NC(=O)c1ccco1 (stereo not drawn) | -3.3 | -16% |
| Cc1ccc(C(=O)NCC(=O)NCC(=O)OCC(=O)c2ccc(Br)cc2)cc1 | -2.2 | -15% |

The main list resumes, repeating the two entries before the break.
SMILES	PLK1 PBD inh	EPAC2 agonist	PI5P4Ka inh	EPAC1 antag	CCT modulator	IL-2 act	WRN helicase inh	EPAC1 ag
CN1CCN(S(=O)(=O)c2cccc(C(=O)Nc3ccccc3N3CCOCC3)c2)CC1	-2%	1%	2	-24%	-1.9	-0.1	1%	6%
CC(C)OCCCNC(=O)C1CCC(CNS(=O)(=O)c2ccccc2)CC1 (stereo not drawn)	6%	-1%	-5	16%	-0.2	0.7	-28%[57.1 µM]	5%
CN(C)c1ccc(/C=N/Nc2nncc3ccccc23)cc1	-4%	-2%	2	-23%	0.8	-0.7	-4%[57.1 µM]	-10%
CCNc1nc(NCC)nc(OCCNS(=O)(=O)c2ccccc2)n1	-8%	12%	2	-10%	-3.1	-0.3	-3%	6%
CCCc1nc2sc3ccccc3c(=O)c2c(=O)n1Cc1ccco1	-26%	7%	u	-8%	1.4	0.6	-22%	2%
O=C(c1ccc(Cl)c(S(=O)(=O)N2CCOCC2)c1)N1CCN(c2ccccn2)CC1	-2%	7%	-4	-6%	0.6	0.6	-4%	9%
O=C(NCCNC(=O)c1cc(Cl)ccc1Cl)c1ccco1	0%	4%	-2	24%	-1.4	0.6	9%	1%
CC1=C(C(=O)OCC2CCCO2)C(c2coc3ccc(C)cc3c2=O)C2=C(CCCC2=O)N1 (stereo not drawn)	-16%	6%	4	-1%	1.0	1.1	2%	-6%
CN1C(=O)c2cccc3c(Cl)ccc(c23)C1=O	-4%	8%	x	6%	0.1	-0.9	1%[57.1 µM]	-1%
COc1ccccc1COC(=O)c1ccc(S(=O)(=O)N2CCOCC2)cc1	-1%	10%	1	-29%	1.0	0.9	-5%	4%
Cc1ccc(CNC(=O)c2ccc(C)s2)cc1	3%	6%	-1	2%	-0.4	0.1	0%	-1%
COc1cccc(NC(=O)/C=C/c2ccccc2[N+](=O)[O-])c1	-17%	1%	3	4%	0.1	2.9	-9%	9%
COc1ccc(S(=O)(=O)N2CCC(C(=O)NC3CCCCC3C)CC2)cc1 (stereo not drawn)	4%	26%	4	19%	0.5	2.2	-3%	-2%
CC(Cl)C(=O)Nc1cc(C(F)(F)F)ccc1N1CCOCC1 (stereo not drawn)	3%	-7%	1	-7%	2.3	-1.0	-5%	-4%
O=C(N/N=C/c1ccncc1)c1ccccc1	-10%	12%	-2	3%	-1.0	-0.3	0%	6%
Cc1cccc(C)c1Nc1nnc(SCc2cn3cccc(C)c3n2)s1	-14%	16%	-5	-10%	0.0	-0.5	3%	-3%
COc1ccc(S(=O)(=O)NC2CC(C)(C)NC(C)(C)C2)c2ccccc12	5%	11%	0	-10%	-1.3	0.8	9%	-21%
Cc1noc(C)c1C(=O)N1CCCC(N2CCN(c3cccc(C(F)(F)F)c3)CC2)C1 (stereo not drawn)	-3%	-4%	-4	22%	-1.4	-3.6	10%	-16%
COc1ccc(C)cc1S(=O)(=O)NNc1nc(C)cc(C)n1	-12%	8%	-1	-4%	0.3	1.8	-4%	8%
O=C(CCC(=O)Nc1ccccc1Cl)NNS(=O)(=O)c1ccc(Cl)cc1	1%	4%	-1	15%	1.1	0.2	3%	9%
CCN(CC)S(=O)(=O)c1ccc(NC(=O)CSc2ncnc3ccccc23)cc1	1%	2%	1	-13%	1.8	-0.7	-1%	-6%
